High-throughput results (PubChem BioAssay)
Mdm2 ligase inh = Mdm2 E3 ligase (human) inhibition; signal enhancement, % at 5 µM; AID 1230; Q00987; cell-based MDM2 ubiquitination luciferase reporter, 2 h; 0 = plate control, 100 = twice control, blank-subtracted; 210,000 compounds, 0.11% hits;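 active means signal enhancement of 30% or more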;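 further: luminescence tracks abundance of the self-degrading MDM2-luciferase fusion protein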
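System: stable MDM2–luciferase fusion reporter cells / Input: 2000 cells seeded into each well / Schedule: 4 h settle plus 2 h compound, 37 °C / Compound: single-point 5 µM / Buffer or medium: cells held in DMEM / Benchmarks: control and blank well means / Evaluation: percent signal gain over controls, blank-subtracted / Measured by: luciferase luminescence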
EBV gp42 block = blocks Epstein-Barr virus glycoprotein 42 binding | Q1HVG2 | Fluorescence polarization binding assay, mP read-out | inhibition, % (tested at 21.74 µM) | 220,000 compounds, 0.42% hits | AID 1085; in the data active means inhibition above about 50%
Target sequence (Q1HVG2 whole entry, looked up): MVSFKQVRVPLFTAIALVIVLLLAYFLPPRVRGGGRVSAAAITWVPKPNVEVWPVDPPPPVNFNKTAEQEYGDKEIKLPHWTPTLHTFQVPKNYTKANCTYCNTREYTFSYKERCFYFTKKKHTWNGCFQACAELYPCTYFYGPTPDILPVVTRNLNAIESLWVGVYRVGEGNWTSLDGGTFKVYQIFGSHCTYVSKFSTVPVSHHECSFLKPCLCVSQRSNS
TRPML3 ag = human mucolipin-3 channel agonism; Q8TDD5; HEK293 TRPML3-YFP, Fluo-8 calcium fluorescence; 100% = the carbachol control signal; activation, % at 3 µM; 220,000 compounds, 0.29% hits; AID 1448;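 active means activation above its plate's cutoff, the mean activation of the plate's test wells plus 3 SD, cut at about 12% in these data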;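 further: 0% = DMSO only wells and 100% = carbachol wells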
Target sequence (Q8TDD5 whole entry, looked up): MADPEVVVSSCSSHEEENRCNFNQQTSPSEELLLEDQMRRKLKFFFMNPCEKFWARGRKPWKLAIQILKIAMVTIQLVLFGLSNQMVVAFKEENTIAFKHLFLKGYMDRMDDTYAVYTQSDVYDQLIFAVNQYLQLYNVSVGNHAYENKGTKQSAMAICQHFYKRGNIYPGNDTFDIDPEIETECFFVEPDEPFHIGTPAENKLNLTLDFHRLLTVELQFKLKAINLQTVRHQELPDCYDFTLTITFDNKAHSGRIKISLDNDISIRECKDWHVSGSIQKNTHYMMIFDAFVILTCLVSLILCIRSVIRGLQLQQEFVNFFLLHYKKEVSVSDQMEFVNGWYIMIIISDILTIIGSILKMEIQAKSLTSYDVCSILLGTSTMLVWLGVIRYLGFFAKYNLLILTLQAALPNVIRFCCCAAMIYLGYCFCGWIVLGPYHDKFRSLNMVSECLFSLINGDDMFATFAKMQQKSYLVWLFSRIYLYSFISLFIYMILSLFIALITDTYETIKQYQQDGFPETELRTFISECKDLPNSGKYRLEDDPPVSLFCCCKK
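Test system: HEK293 cells stably carrying human TRPML3-YFP; Doses: single dose, 3 µM final nominal compound, 0.3% DMSO final; Schedule: dye loading 1 h 37 °C then 30 min ambient, 125 s read; Technique: Fluo-8 calcium fluorescence; Benchmarks: high control carbachol 87 µM, low control DMSO.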
CHOP inh = inhibitors of CHOP induction in ER stress response; CHO-K1 CHOP-promoter luciferase, tunicamycin-induced, 15-18 h; inhibition, % at 10 µM; 220,000 compounds, 3.8% hits; AID 2732;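 active means compounds that reduced the stress-induced luciferase reporter signal by more than about 70% of percent inhibition, limit read from the data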;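 further: 0% = tunicamycin plus vehicle and 100% = wells without tunicamycin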
TNF necrop inh = blocks TNF-alpha induced death of Jurkat FADD-/- cells. Jurkat FADD-/- TNF necroptosis rescue, ATP luminescence, 24 h; 0 = TNF only, 100 = no-TNF cells. activation (protection from cell death), % at 10 µM. 220,000 compounds, 0.068% hits;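 active means activation, meaning protection from cell death, of at least 50% relative to plate controls; inactive means activation below 50%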;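 further: necroptosis triggered by 40 ng/mL TNF-alpha added together with compound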
NCF1 inh = p47phox (human) inhibition; p47phox/p22phox peptide binding, fluorescence polarization, 2 h; 220,000 compounds, 0.53% hits; AID 1274; inhibition, % at 24.7 µM;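 active means inhibition above about 30%, limit read from the data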;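 further: 0% = p47phox with labelled peptide and 100% = labelled peptide alone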
zfTRPN1 agonist = zebrafish TRPN1 (NompC) channel agonism; 220,000 compounds, 0.18% hits; HEK293 zebrafish TRPN1-YFP, Fluo-8 calcium fluorescence; 100% = response to 87 µM carbachol; activation, % at 3 µM;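 active means activation above its plate's cutoff, the mean activation of test wells on that plate plus 3 SD, cut at about 19% in these data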;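 further: 0% = DMSO alone and 100% = 87 µM carbachol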
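System: zebrafish TRPN1-YFP in HEK293 cells / Dosing: 3 µM single point / Timing: dye loading 1 h at 37 °C, then 30 min room temperature / Signal: Fluo-8 calcium fluorescence, excitation 470-495 nm, emission 515-575 nm / Read-out basis: percent activation from peak over basal fluorescence ratio, control-normalized / Control set: high carbachol 87 µM, low DMSO alone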
Runt-SMMHC FRET = inhibitors of human RUNX1 Runt domain binding to CBFb-SMMHC; Q01196+Q13951; Cerulean-Runt/Venus-CBFb-SMMHC FRET ratio 530/480, 1 h; inhibition, % at 20 µM; 220,000 compounds, 0.74% hits;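 active means mean inhibition across duplicate retests at 20 µM reaching about 50%, limit read from the data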;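 further: 0% = DMSO wells and 100% = wells with excess untagged CBFb-SMMHC; inhibitors lower the FRET ratio by blocking Runt binding to CBFb-SMMHC; some results filed as inactive read as strong as hits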
PPC-1+TRAIL kill = compounds killing PPC-1 cancer cells with TRAIL present (potentiator screen, no TRAIL-free arm) | PPC-1 cells + TRAIL, ATPLite viability luminescence | cell killing (% activity), % at 4 µM | 220,000 compounds, 0.41% hits;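 active means cell killing above 50% in the first pass at 4 µM, then a duplicate retest at 5 µM averaging 50% or more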;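 further: plate controls were cells with TRAIL plus DMSO for no effect and medium-only wells lacking cells for full effect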
* = called active by the depositor; / = no result given.

Start of the data: the first eleven records (preview)
| No. | molecule | Mdm2 ligase inh | EBV gp42 block | TRPML3 ag | CHOP inh | TNF necrop inh | NCF1 inh | zfTRPN1 agonist | Runt-SMMHC FRET | PPC-1+TRAIL kill |
| --- | --- | --- | --- | --- | --- | --- | --- | --- | --- | --- |
| 1 | COc1ccc(NC(=O)c2ccc(-c3ccc([N+](=O)[O-])cc3)o2)cc1OC | 0 | 9 | 0.3 | 25 | 2.5 | -12 | 2.0 | 1 | 18 |
| 2 | Cn1cnnc1SCc1ccccc1 | -4 | -4 | 0.6 | -1 | 0.4 | 2 | 0.3 | -4 | 12 |
| 3 | C=CCn1cc(Cl)c(=O)n(CC=C)c1=O | -18 | -11 | 0.1 | 4 | -0.4 | -3 | 0.3 | -6 | 17 |
| 4 | COc1ccc(CCN2C(=O)CC(NNC(=O)c3cccc(O)c3)C2=O)cc1 (centres undefined) | -16 | -16 | 0.9 | 22 | 2.4 | -3 | -0.4 | -1 | -21 |
| 5 | Cc1nnc(SCC(=O)NCc2ccccc2)[nH]c1=O | -3 | 0 | 1.2 | 32 | -1.1 | -12 | 0.2 | -4 | -19 |
| 6 | Cc1nn(Cc2ccccc2)c(C)c1C(=O)OCC(=O)c1cc(C)n(C2CC2)c1C | -10 | -23 | -0.2 | 48 | -7.8 | -52 | -0.6 | -7 | 3 |
| 7 | COc1ccc(OC)c(-c2cc(C3CCN(C(=O)OC(C)(C)C)CC3)[nH]n2)c1 | 5 | -3 | 0.2 | -31 | 2.7 | -6 | 0.2 | -1 | -1 |
| 8 | Cc1ccc(Cl)cc1N1CCN(C(=O)CSc2nnc3n2C(C)(C)Cc2ccccc2-3)CC1 | / | -17 | 2.6 | 81* | -10 | -22 | 3.0 | 8 | 17 |
| 9 | CC1CCCCC1NC(=O)COC(=O)c1ccc2c(c1Cl)C(=O)c1ccccc1C2=O (centres undefined) | 14 | -9 | 0.1 | 58 | 0.5 | 14 | 1.1 | -9 | 8 |
| 10 | O=C(Nc1nc2ccc(F)cc2s1)c1cccc(S(=O)(=O)N2CCc3ccccc32)c1 | 3 | -44 | 0.6 | 27 | 2.1 | -90 | -1.2 | -26 | 22 |
| 11 | COc1ccc(C2C=C(Nc3ccccc3)C(=O)N2c2ccccc2)cc1OC (centres undefined) | / | -22 | 1.4 | -22 | 6.9 | -122 | 1.3 | 2 | -2 |

Main list, previewed entries included:
| No. | molecule | Mdm2 ligase inh | EBV gp42 block | TRPML3 ag | CHOP inh | TNF necrop inh | NCF1 inh | zfTRPN1 agonist | Runt-SMMHC FRET | PPC-1+TRAIL kill |
| --- | --- | --- | --- | --- | --- | --- | --- | --- | --- | --- |
| 1 | COc1ccc(NC(=O)c2ccc(-c3ccc([N+](=O)[O-])cc3)o2)cc1OC | 0 | 9 | 0.3 | 25 | 2.5 | -12 | 2.0 | 1 | 18 |
| 2 | Cn1cnnc1SCc1ccccc1 | -4 | -4 | 0.6 | -1 | 0.4 | 2 | 0.3 | -4 | 12 |
| 3 | C=CCn1cc(Cl)c(=O)n(CC=C)c1=O | -18 | -11 | 0.1 | 4 | -0.4 | -3 | 0.3 | -6 | 17 |
| 4 | COc1ccc(CCN2C(=O)CC(NNC(=O)c3cccc(O)c3)C2=O)cc1 (centres undefined) | -16 | -16 | 0.9 | 22 | 2.4 | -3 | -0.4 | -1 | -21 |
| 5 | Cc1nnc(SCC(=O)NCc2ccccc2)[nH]c1=O | -3 | 0 | 1.2 | 32 | -1.1 | -12 | 0.2 | -4 | -19 |
| 6 | Cc1nn(Cc2ccccc2)c(C)c1C(=O)OCC(=O)c1cc(C)n(C2CC2)c1C | -10 | -23 | -0.2 | 48 | -7.8 | -52 | -0.6 | -7 | 3 |
| 7 | COc1ccc(OC)c(-c2cc(C3CCN(C(=O)OC(C)(C)C)CC3)[nH]n2)c1 | 5 | -3 | 0.2 | -31 | 2.7 | -6 | 0.2 | -1 | -1 |
| 8 | Cc1ccc(Cl)cc1N1CCN(C(=O)CSc2nnc3n2C(C)(C)Cc2ccccc2-3)CC1 | / | -17 | 2.6 | 81* | -10 | -22 | 3.0 | 8 | 17 |
| 9 | CC1CCCCC1NC(=O)COC(=O)c1ccc2c(c1Cl)C(=O)c1ccccc1C2=O (centres undefined) | 14 | -9 | 0.1 | 58 | 0.5 | 14 | 1.1 | -9 | 8 |
| 10 | O=C(Nc1nc2ccc(F)cc2s1)c1cccc(S(=O)(=O)N2CCc3ccccc32)c1 | 3 | -44 | 0.6 | 27 | 2.1 | -90 | -1.2 | -26 | 22 |
| 11 | COc1ccc(C2C=C(Nc3ccccc3)C(=O)N2c2ccccc2)cc1OC (centres undefined) | / | -22 | 1.4 | -22 | 6.9 | -122 | 1.3 | 2 | -2 |
| 12 | COc1ccc(C2=Nn3c(nnc3-c3ccccc3)SC2)cc1OC | -6 | -12 | 0.7 | 21 | -3.8 | 20 | 1.1 | -2 | -6 |
| 13 | Cn1nc([N+](=O)[O-])nc1Sc1cccc2cccnc12 | -5 | -8 | 0.7 | 33 | 4.6 | -5 | -0.1 | -3 | 13 |
| 14 | CC(Cl)C(=O)Nc1ncc(C(F)(F)F)cc1Cl (centres undefined) | -2 | -18 | 0.8 | 12 | 0.6 | -11 | 0.8 | -6 | 11 |
| 15 | Cc1c(NC(=O)OCc2ccccc2)c(=O)n(-c2ccccc2)n1C | -9 | -5 | 0.6 | -22 | 1.6 | -2 | 1.4 | 0 | 8 |
| 16 | CN(CCOC(=O)c1cccc(F)c1)Cc1ccccc1 | / | -14 | 0.9 | 2 | 1.8 | -2 | 0.8 | 0 | -13 |
| 17 | CCc1nc(C)cn1S(=O)(=O)c1cc([N+](=O)[O-])ccc1Cl | 13 | -2 | 0.8 | -149 | -12 | 7 | 0.1 | 0 | 6 |
| 18 | Cn1c(=O)c2[nH]c(N3CCCCC3)nc2n(C)c1=O | -3 | -18 | -1.1 | 5 | 1.7 | -2 | -0.8 | -4 | -11 |
| 19 | CCOC(=O)C1C(c2ccc(O)c(OCC)c2)NC(=S)NC1(O)C(F)(F)F (centres undefined) | 3 | -14 | -0.7 | 8 | -1.6 | -5 | 1.6 | -4 | 15 |
| 20 | CCCOc1ccc(C(CC(=O)O)NC(=O)c2cccs2)cc1 (centres undefined) | -18 | -5 | 0.0 | -3 | 1.0 | -13 | -0.4 | 0 | -13 |
| 21 | COCCNC(=O)COc1ccc(Oc2ccccc2)cc1 | -16 | 2 | 0.6 | 1 | -1.2 | 1 | 1.2 | 4 | 23 |
| 22 | COc1ccc(C2c3c(ccc4ccccc34)Oc3ncn4nc(-c5ccco5)nc4c32)cc1OC (centres undefined) | -7 | -27 | 0.0 | 2 | -0.8 | -5 | 1.5 | 0 | 12 |
| 23 | COc1cccc(-c2cc(C(=O)O)[nH]n2)c1 | 8 | -16 | 0.2 | 22 | -0.8 | -3 | 0.6 | -2 | 3 |
| 24 | Cc1ccc(C)c(NC(CC(=O)c2ccccc2)C(=O)OCC(=O)c2cccs2)c1 (centres undefined) | -14 | -12 | 1.4 | 14 | 1.4 | -8 | 0.6 | 12 | 6 |
| 25 | O=C(CSC1CC(=O)N(c2ccc(C(=O)O)cc2)C1=O)Nc1ccc2ccccc2c1 (centres undefined) | 4 | -20 | 0.6 | 27 | 0.6 | -5 | 1.7 | 5 | 10 |
| 26 | Cc1cc(/C=C(\C#N)C(=O)Nc2ccc(F)cc2)c(C)n1-c1ccc(N2CCOCC2)c([N+](=O)[O-])c1 | 3 | -30 | 0.2 | 12 | -11 | -17 | 0.2 | -3 | 26 |
| 27 | Cc1cccc(C2Nc3ccccc3C(=O)N2CCc2ccccc2)n1 (centres undefined) | -15 | -13 | -0.9 | 2 | 0.3 | -14 | 2.7 | -2 | 6 |
| 28 | CC1CC2(C)Oc3ccccc3C3OCC1(CO)C(C)C32 (centres undefined) | -2 | -20 | 0.9 | -4 | -0.6 | -10 | -1.8 | 2 | 7 |
| 29 | COc1ccccc1-c1cc(C(=O)Nc2c(C)n(C)n(-c3ccccc3)c2=O)no1 | 8 | -15 | -0.3 | 35 | -2.7 | -13 | 0.7 | -3 | 12 |
| 30 | O=C(NNC(=O)c1cc2ccccc2o1)c1ccc(Cl)cc1 | -6 | -7 | 0.3 | -1 | 0.7 | -17 | 0.6 | 1 | 12 |
| 31 | COCCN(CCOC)C(=O)C1CCCN(S(=O)(=O)c2ccc(NC(=O)OC)cc2)C1 (centres undefined) | -26 | -13 | 0.6 | 11 | 3.5 | -13 | 2.6 | -2 | -2 |
| 32 | CC(=O)Nc1cccc(C(=O)/C=C/c2ccc(N(C)C)cc2)c1 | -20 | -96 | 20* | -19 | -1.6 | -133 | 44* | 67 | 39 |
| 33 | CC(C)[C@@H](N)C(=O)N/N=C/c1ccc2nccnc2c1 | -14 | -14 | 0.5 | -14 | 4.0 | -17 | 0.4 | 3 | -2 |
| 34 | CCCCn1c(SCC(=O)Nc2nccs2)nc2ccccc2c1=O | 0 | -6 | 0.2 | 59 | 0.6 | -10 | -0.7 | -3 | 7 |
| 35 | C=CCS/C(N)=N\N=C\c1c(O)ccc2ccccc12 | -5 | 8 | 0.3 | -24 | -3.3 | -9 | -0.6 | 1 | 21 |
| 36 | COc1cc(Cl)c(C)cc1NC(C)C(=O)Nc1cc(C(F)(F)F)ccc1N1CCOCC1 (centres undefined) | 0 | -22 | 0.5 | 20 | 0.8 | -27 | 0.4 | 4 | 2 |
| 37 | CCn1c(SCc2ccc(Cl)c(Cl)c2)nnc1C(C)NC(=O)c1ccc(OC)cc1 (centres undefined) | -2 | 5 | 0.5 | 50 | 1.2 | -2 | -0.9 | -1 | 6 |
| 38 | CSc1cccc(NC(=S)N(Cc2ccccc2)Cc2cccnc2)c1 | -2 | -4 | 0.4 | 61 | 0.0 | -31 | -0.8 | -1 | -7 |
| 39 | Cn1c(=N)n(CC(O)c2cccs2)c2ccccc21 (centres undefined) | 0 | -7 | 0.7 | 14 | 1.0 | -5 | 1.2 | -1 | 16 |
| 40 | O=C(c1cn(-c2ccccc2)nc1-c1cccc(Br)c1)N1CCOCC1 | 5 | 11 | 0.7 | 11 | 0.9 | -6 | -0.1 | 3 | 20 |
| 41 | COc1ccc(C(=O)CSc2ccc(-c3ccco3)nn2)cc1 | -15 | 0 | -0.3 | -6 | 8.0 | -1 | -1.0 | 2 | -8 |
| 42 | COCCCNC(=O)c1ccccc1Sc1ccc(NC(C)=O)nc1 | 1 | -7 | 1.1 | -6 | 0.1 | -2 | -0.9 | 0 | -8 |
| 43 | Cc1cccc(OCCCn2c(=O)oc3ccc(C)cc32)c1 | -4 | -2 | -1.1 | 37 | -0.2 | 3 | -2.8 | 2 | -9 |
| 44 | COc1ccc(Cl)cc1NC(=O)Nc1ccccc1C(N)=O | -17 | -16 | 0.1 | 28 | -0.3 | -14 | 3.0 | 0 | 4 |
